High-throughput results deposited in PubChem BioAssay by Sanford-Burnham Center for Chemical Genomics.
mIAP activ: mouse IAP activation; muIAP, CDP-Star luminescence, 30 min; active compounds read high; 1 = vehicle-only enzyme signal, 0 = enzyme-free wells; activation factor at 10 µM; 0.24% of 330,000 active;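 active = activation factor of at least 2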; also: the source names both 10 and 20 µM as test concentration; values of inactives mirror those of a sister screen read the other way
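also added = chemiluminescent substrate CDP-Star | test system = mouse IAP enzyme | signal = chemiluminescence readout | compound = DMSO-dissolved test compounds | incubation = 30 min at room temperature | benchmarks = DMSO wells, no-enzyme wells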
A3G deaminase: inhibitors of human APOBEC3G DNA deaminase. Q9HC16. recombinant A3G, ssDNA deamination FAM/TAMRA fluorescence. inhibition, % at 20 µM. 0.28% of 330,000 active. AID 493012;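 active = inhibition of at least 40% at 20 µM, with no more than 30% in the related APOBEC3A deaminase screen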;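 also: plate controls were DMSO wells with A3G for no effect and wells lacking A3G enzyme for full effect; some compounds called inactive have numbers as strong as hits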
Target sequence (Q9HC16 whole entry, looked up): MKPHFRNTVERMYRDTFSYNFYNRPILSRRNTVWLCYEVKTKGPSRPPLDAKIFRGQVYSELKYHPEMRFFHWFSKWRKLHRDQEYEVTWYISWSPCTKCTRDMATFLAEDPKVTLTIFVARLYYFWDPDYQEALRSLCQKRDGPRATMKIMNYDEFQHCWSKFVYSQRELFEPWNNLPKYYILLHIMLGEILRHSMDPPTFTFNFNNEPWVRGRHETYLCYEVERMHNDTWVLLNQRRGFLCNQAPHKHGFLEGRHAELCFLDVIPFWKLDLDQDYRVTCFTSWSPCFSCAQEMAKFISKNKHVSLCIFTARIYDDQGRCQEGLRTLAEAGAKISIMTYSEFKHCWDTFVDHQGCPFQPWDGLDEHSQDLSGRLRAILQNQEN
MPTP block: permeability transition pore inhibition | isolated mouse mitochondria, Ca2+ swelling absorbance, 30 min | inhibition, % at 10 µM | 1.4% of 360,000 active | AID 602449;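 active = inhibition of 50% or more, scaled per plate between neutral and stimulator controls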;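 also: 0% = DMSO wells given calcium and 100% = 1 mM EGTA wells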
mIAP inh: mouse IAP inhibition | 0.2% of 330,000 active | inhibition, % at 10 µM | purified mouse IAP, CDP-Star luminescence, 30 min | AID 2806;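 active = inhibition of at least 40% at 10 µM in the primary screen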;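 also: plate controls were DMSO with enzyme for no effect and no enzyme wells for full effect; values of inactives mirror those of a sister screen read the other way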
hIAP block: human IAP inhibition | P09923 | purified IAP, CDP-Star luminescence, 30 min | 0.12% of 330,000 active | inhibition, % at 10 µM | AID 2544;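 active = inhibition reaching a set limit with compound at 10 µM in the primary screen, cut at about 35% in these data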;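 also: plate controls were DMSO wells with enzyme for no effect and no-enzyme buffer wells for full effect; values of inactives mirror those of a sister screen read the other way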
Target sequence (P09923 whole entry, looked up): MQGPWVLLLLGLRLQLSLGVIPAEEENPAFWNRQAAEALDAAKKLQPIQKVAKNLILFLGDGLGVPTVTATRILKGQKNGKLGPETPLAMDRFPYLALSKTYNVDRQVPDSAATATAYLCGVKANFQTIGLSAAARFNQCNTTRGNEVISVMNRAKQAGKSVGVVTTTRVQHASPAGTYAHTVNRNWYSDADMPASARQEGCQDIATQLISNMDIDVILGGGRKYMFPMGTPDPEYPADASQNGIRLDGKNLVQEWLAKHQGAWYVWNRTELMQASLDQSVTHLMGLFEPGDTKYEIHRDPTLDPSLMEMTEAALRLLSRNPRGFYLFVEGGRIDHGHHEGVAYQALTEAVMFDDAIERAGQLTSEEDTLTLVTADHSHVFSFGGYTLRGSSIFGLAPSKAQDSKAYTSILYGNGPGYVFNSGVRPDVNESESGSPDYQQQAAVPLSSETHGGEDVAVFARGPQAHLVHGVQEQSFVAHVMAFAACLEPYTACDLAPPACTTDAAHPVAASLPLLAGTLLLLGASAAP
hIAP activ: human IAP activation; P09923; purified human IAP, CDP-Star luminescence, 30 min; active compounds read high; 1 = vehicle-only enzyme, 0 = enzyme-free background; activation factor at 10 µM; 0.16% of 330,000 active; AID 2524;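 active = activation factor of the enzyme at least 2-fold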; also: the source names both 10 and 20 µM as test concentration; values of inactives mirror those of a sister screen read the other way
GRIN3A LBD mod: modulators (binders) of human NR3A ligand-binding domain; AID 1259313; 2.5% of 340,000 active; Tm shift relative to glycine control, % at 25 µM; NR3A LBD differential scanning fluorimetry, Tm shift; 0% = protein alone, 100% = glycine-bound protein;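 active = melting temperature shift of at least 10% of the positive control shift, at one fixed dose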
beta cell repl: induces beta-cell replication in MIN6 cells; proliferation, % at 10 µM; AID 2380; 0.29% of 330,000 active; MIN6 cells proliferation, ATPlite luminescence, 48 h; cells starved in 0.2% serum; 100% = growth in 10% serum;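 active = compounds whose signal lies at least 3.5 SD above the mean of all wells on their plate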;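 also: 0% = DMSO-treated cells in low-serum medium and 100% = 10% serum control; some compounds called inactive have numbers as strong as hits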
APOBEC3A inh: human APOBEC3A DNA deaminase inhibition; inhibition, % at 20 µM; 0.41% of 330,000 active; recombinant A3A, FAM/TAMRA ssDNA deamination fluorescence; P31941;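 active = at least 40% inhibition at 20 µM here, with at most 30% in a related deaminase screen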;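 also: plate controls were A3A with DMSO for no effect and wells lacking A3A enzyme for full effect; some results filed as inactive read as strong as hits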
Starred values were filed as active, the others as inactive. Rows were taken by chance; 5% or so of the library scored in one or more.

item	Compound	MPTP block	beta cell repl	hIAP activ	A3G deaminase	mIAP activ	GRIN3A LBD mod	APOBEC3A inh	hIAP block	mIAP inh
1	CC(/C=C/C1[C@H](C)C[C@H](O[C@@H]2O[C@H](CO)[C@@H](O)[C@H](O)[C@H]2O)CC1(C)C)O[C@H]1O[C@H](CO)[C@@H](O)[C@H](O)[C@H]1O (stereo partly specified)	0.0	-1	1.1	-11	1.3	-2	-4	-14	-26
2	O=C1Cc2cc(S(=O)(=O)Nc3ccc(F)cc3Cl)ccc2N1	0.0	-2	0.84	-4	1.1	-1	1	16	-10
3	O=C(CSc1ccc2c(c1)OCCO2)NCCN1C(=O)CSC1=O	-0.2	0	1	-4	1.1	2	-4	-3	-15
4	Cc1csc(NC(=O)CSc2ccccc2F)n1	0.0	0	0.92	-6	1.1	-1	-2	8	-5
5	Cc1ccc(NC(=O)c2ccc(C)c(S(=O)(=O)N3CCOCC3)c2)nc1	-3.6	13*	0.85	-11	1	-1	-2	15	0
6	O=S(=O)(NCc1cccnc1)c1ccc(Br)c2ccccc12	1.9	0	0.85	-8	0.97	0	-5	15	3
7	CC(=O)c1ccc(NC(=O)Nc2cccnc2)cc1	1.9	-2	0.86	-2	0.93	9	-1	14	8
8	Cn1c(N)c(C(=O)COC(=O)c2cc(-c3ccccc3)nc3ccccc23)c(=O)n(Cc2ccccc2)c1=O	2.6	-8	0.95	-5	0.89	-1	-1	5	11
9	O=C(C1CCN(S(=O)(=O)c2c(Cl)cccc2Cl)CC1)N1CCCCCCC1	0.2	-1	1.1	-13	0.91	0	2	-5	9
10	N#Cc1cccnc1N1CCN(C(=O)c2cccc3c2C(=O)c2ccc(-c4ccc(F)cc4OCc4ccccc4)cc2S3(=O)=O)CC1	-1.4	1	0.79	-8	0.88	-4	-2	21	12
11	COc1ccc(C(=O)Nc2cc(=O)n(C)c(=O)n2C)cc1	-0.3	-3	1.1	-6	0.92	-1	-3	-8	8
12	CCCCN(C(=O)Cn1nnc2ccccc21)C(C(=O)NCCOC)c1ccc(OC)cc1 (stereo unspecified)	0.2	0	0.91	2	0.96	2	1	9	4
13	CCn1c(COc2ccc(=O)n(-c3ccccc3)n2)nnc1SCc1ccccc1	3.3	0	0.84	-2	1	-2	2	16	0
14	Cc1cc(C)n2c(C)nnc2c1	0.1	0	1.1	-3	1	5	1	-5	-2
15	Cc1cc(NC(=NC2CC2)c2ccccc2F)n(-c2ccccc2)n1	0.0	-3	0.92	-4	1.1	-1	-2	8	-6
16	O=C(Nc1ccccc1)N1CCCCC1c1cccnc1 (stereo unspecified)	-0.7	-2	1	-4	0.95	3	-3	0	5
17	CC(C)(O)C#Cc1ccc(C(=O)N2CCCC2C(=O)O)s1 (stereo unspecified)	3.1	0	1	-3	1.1	-2	-3	-3	-10
18	CCOc1ccc(-c2nnn(CC(=O)NCc3ccc(F)cc3)n2)cc1OCC	2.6	-2	0.94	6	1.1	-11	3	6	-9
19	CC1CC(C)CN(C(=O)Cn2c(=O)n(CCCCC(=O)NCc3ccco3)c(=O)c3ccccc32)C1 (stereo unspecified)	1.1	-3	1	-4	1.1	-2	-6	-2	-14
20	COc1cc(CN(C)CC2CCCN(CCc3ccccc3F)C2)cc(Cl)c1OC (stereo unspecified)	26	-3	1.2	-3	0.97	-2	-5	-24	3
21	CC1Oc2ccccc2N(Cc2ccccc2Cl)C1=O (stereo unspecified)	0.3	0	0.9	-7	1	0	-5	10	-1
22	Cc1ccc(Cn2nnc3c(=O)[nH]c(C4CCCN(S(=O)(=O)c5ccc(F)cc5)C4)nc32)cc1 (stereo unspecified)	0.5	-3	0.87	-2	0.94	-10	-1	13	6
23	O=C(Nc1ccc(/C=C/c2nc3ccccc3o2)cc1)c1cccc(C(F)(F)F)c1	-10	-4	0.92	-3	0.82	17*	-19	8	18
24	Cn1nc([N+](=O)[O-])nc1Sc1nnc(-c2ccccc2)o1	-2.5	-6	0.97	0	0.98	0	2	3	2
25	Cc1ccc(/C=N/c2sc(Cc3ccccc3)c(C)c2C(N)=O)o1	3.5	0	0.96	-9	0.75	-1	-3	4	25

Screen by screen, as entered above:
Entries 10 to 21 in hIAP block, in turn: 21, -8, 9, 16, -5, 8, 0, -3, 6, -2, -24, 10
Entries 10 to 21 in APOBEC3A inh, in turn: -2, -3, 1, 2, 1, -2, -3, -3, 3, -6, -5, -5

Next section
item	Compound	MPTP block	beta cell repl	hIAP activ	A3G deaminase	mIAP activ	GRIN3A LBD mod	APOBEC3A inh	hIAP block	mIAP inh
26	COc1ccc(C2=CC(=O)CC(c3ccc(OC)cc3)C2)cc1 (stereo unspecified)	0.2	0	0.91	-10	1.1	0	-4	9	-14
27	CCc1cc(C(=O)c2ccc(C)cc2)c(NC(=O)CCl)s1	2.8	-3	0.91	-2	0.81	1	0	9	19
28	COc1ccc(NC(=O)CN(C)S(=O)(=O)c2cccc3nsnc23)cc1OC	0.2	-1	1.1	-4	0.9	1	5	-7	10
29	O=C(NCCO)c1ccc(Oc2ccc(C(F)(F)F)cc2[N+](=O)[O-])cc1	-0.9	0	0.95	-4	0.96	0	1	5	4
30	CN(C)c1ccc(-c2nnc(SCC3CCCO3)n2C)cc1 (stereo unspecified)	-0.9	-3	1.2	2	1.1	1	-3	-22	-8
31	O=C(c1cnn2c(C(F)(F)F)cc(-c3ccccc3)nc12)N1CCCCC1c1cccnc1 (stereo unspecified)	-0.7	3	1.1	-1	0.95	-1	0	-5	5
32	COc1cc(NC(=O)c2c(F)c(F)c(F)c(F)c2F)c(OC)cc1Cl	3.6	-6	0.94	0	1	-1	6	6	-2
33	CC1CC(C)CN(C(=O)COC(=O)c2cc3ccccc3cc2O)C1 (stereo unspecified)	1.5	-2	1.1	-2	1	0	1	-10	-2
34	COc1ccc(C(=O)NC2CCCCCC2)cc1S(=O)(=O)N1CCCc2ccccc21	6.7	-2	0.81	-2	1	2	-2	19	-4
35	CCC(C)(C)C1CCC(NC(=O)c2ccc(S(=O)(=O)N3CCOCC3)cc2)CC1 (stereo unspecified)	0.2	-8	1	-1	0.97	0	18	-5	2
36	Cc1ccc(S(=O)(=O)N/N=C\c2cn(CC(N)=O)c3ccccc23)cc1C	-0.6	2	1.1	-6	1	9	-1	-8	-1
37	CSc1ccccc1OCc1cc(C(=O)NCc2ccc(C)s2)no1	-1.6	0	1	0	1	1	2	0	-4
38	COC(=O)[C@H](CC(C)C)NC(=O)c1cc2c(cn1)[nH]c1ccccc12	-0.3	-3	1	58*	1	-8	1	-4	-5
39	CCOc1ccc(NC(=O)CN(C)C(=O)c2cccnc2Sc2ccc(Cl)cc2)cc1OCC	-0.2	0	0.89	0	1.3	-2	2	11	-28
40	CC(C)Oc1cccc(C(=O)C2CCCN(Cc3ccc(Oc4ncccn4)cc3)C2)c1 (stereo unspecified)	-0.7	0	1	-12	0.99	1	6	-4	1
41	O=C1/C(=C/c2cccs2)Sc2ccccc21	2.6	2	0.8	-1	0.79	-2	2	20	21
42	CCn1c(=S)sc2c(=O)n(CC(=O)Nc3ccccc3C(F)(F)F)c(C)nc21	0.1	-3	1.3	7	0.92	5	4	-32	8
43	CC(C)c1ccc(NC2CCCN(C(=O)CN3CCCC3=O)C2)cc1 (stereo unspecified)	-1.8	-4	1.2	0	1	-1	-3	-18	-3
44	COC(=O)c1ccc(NC(=O)CCOc2ccccc2)cc1	0.4	-2	0.86	-5	1	-2	-2	14	-3
45	OCC1(Cc2ccccc2)CCCN(Cc2cn[nH]c2-c2ccccc2)C1 (stereo unspecified)	0.6	3	1.3	-5	1.1	-1	-2	-26	-5
46	CCOC(=O)N1CCC(=NNC(=O)Cn2ccc(C(F)(F)F)n2)CC1	0.8	1	0.73	-6	0.97	0	-4	27	3
47	CC(C)CCOP(=O)(c1ccc(N(C)C)cc1)C(Nc1ccccc1)c1ccc(N(C)C)cc1 (stereo unspecified)	5.4	-4	1.1	4	1	-3	-1	-6	-4
48	O=C(CN1CCCCC1)Nc1ccc(S(=O)(=O)N2CCOCC2)cc1	-1.4	-4	0.94	-2	1	2	2	6	-3
49	COc1ccccc1CNC(=O)COC(=O)c1ccc2c(=O)n3c(nc2c1)CCCCC3	0.4	-2	0.76	-5	0.98	-2	-4	24	2
50	c1coc(CN2CN=C(Nc3nc4ccccc4s3)NC2)c1	1.7	-3	1.1	-5	1	1	-1	-9	-2
51	COc1cccc2c(=O)c(C/C=C(/C)Cl)c(C)[nH]c12	-0.4	-3	1.1	-5	1	-2	-2	-13	-4
52	Cc1ccc(C(=O)Nc2nccs2)cc1	-0.5	-4	0.95	-14	0.98	-1	0	5	2

Five entries out of the list above, sorted by the number in mIAP inh, descending.
# | Molecule | mIAP inh
41 | O=C1/C(=C/c2cccs2)Sc2ccccc21 | 21
9 | O=C(C1CCN(S(=O)(=O)c2c(Cl)cccc2Cl)CC1)N1CCCCCCC1 | 9
16 | O=C(Nc1ccccc1)N1CCCCC1c1cccnc1 (stereo unspecified) | 5
20 | COc1cc(CN(C)CC2CCCN(CCc3ccccc3F)C2)cc(Cl)c1OC (stereo unspecified) | 3
40 | CC(C)Oc1cccc(C(=O)C2CCCN(Cc3ccc(Oc4ncccn4)cc3)C2)c1 (stereo unspecified) | 1

Some of these compounds in order of molecular weight, largest number first:
item	Compound	MPTP block	beta cell repl	hIAP activ	A3G deaminase	mIAP activ	GRIN3A LBD mod	APOBEC3A inh	hIAP block	mIAP inh
40	CC(C)Oc1cccc(C(=O)C2CCCN(Cc3ccc(Oc4ncccn4)cc3)C2)c1 (stereo unspecified)	-0.7	0	1	-12	0.99	1	6	-4	1
48	O=C(CN1CCCCC1)Nc1ccc(S(=O)(=O)N2CCOCC2)cc1	-1.4	-4	0.94	-2	1	2	2	6	-3
15	Cc1cc(NC(=NC2CC2)c2ccccc2F)n(-c2ccccc2)n1	0.0	-3	0.92	-4	1.1	-1	-2	8	-6
